# IL1B NFkB inh = blocks IL-1B driven NFkB nuclear translocation in HUVEC cells; inhibition, % at 2 µM; AID 796; 94,000 tested, 0.43% active; HUVEC IL-1B NFkB p65 nuclear translocation imaging;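 active = inhibition above about 30% together with a positive call from visual inspection of the well image, limit read from the data; inconclusive = inhibition above a set limit but visual check negative; inactive = inhibition not above a set limit, visual check negative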;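 note: nuclear over cytoplasmic p65 intensity ratio measured by imaging; 0% = IL-1B stimulated DMSO wells and 100% = unstimulated DMSO wells; values of inactives mirror those of a sister screen read the other way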
# Bcl-B TR3 displacers = displacers of TR3 peptide from Bcl-B, primary screen, selectivity assay for Bfl-1 inhibitor project, biochemical, fluorescence polarization; FP displacement of FITC-TR3 peptide from Bcl-B; higher % means a stronger effect; one-dose displacement, % at 20 µM; IC50 in µM for titrated hits; 96,000 tested, 0.11% active; AID 748;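 active = displacement above 50% at 20 µM plus a fluorescence interference ratio under 1.5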;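 note: plate controls were wells without compound for no effect and wells lacking Bcl-B protein for full effect; a part of the inactive calls stands beside numbers as strong as those of hits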
# IL1B NFkB pot = enhances IL-1B driven NFkB nuclear translocation | activation, % at 2 µM | AID 819 | 94,000 tested, 0.3% active | HUVEC IL-1B NFkB p65 nuclear translocation imaging;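 active = activation above 40%, about the mean plus 3 SD, also judged a hit on visual image review; inconclusive = activation above 40% but not a hit on visual review; inactive = activation not above 40% and no visual hit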;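 note: percent activation is computed from the nuclear over cytoplasmic p65 intensity ratio; values of inactives mirror those of a sister screen read the other way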
# PLAP inhibition = inhibition of human placental alkaline phosphatase – biochemical, luminescence, HTS (AID 690). purified PLAP, luminescent substrate; higher % means a stronger effect. inhibition, % at 20 µM, or IC50 in µM where a hit was titrated. 96,000 tested, 0.08% active; in the data active = a potency from the dose series; inactive = the rest, 99 in 100 with inhibition below about 30%; note: strong numbers were not always called active
# MRP reversal = MRP-mediated drug resistance reversal; differential viability (reversal), % at 10 µM; 85,000 tested, 0.04% active; H69AR cells + 2 uM doxorubicin, CellTiter-Glo, 72 h;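 active = viability drop by adding the cancer drug above about 55%, with treated viability meeting a 40% cutoff, limit read from the data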;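 note: viability without doxorubicin minus viability with 2 µM doxorubicin for each compound; larger differential means the compound sensitizes cells more to doxorubicin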
# MRP reversal cytotoxicity = also measured in MRP reversal; calls as there; viability, %; H69AR cells, CellTiter-Glo, 72 h; measured here: cytotoxicity without doxorubicin
# MRP reversal with doxorubicin = also measured in MRP reversal; calls as there; viability, %; measured here: viability with 2 uM doxorubicin; active compounds read low
# IL1B NFkB inh cell count 2 µM = recorded beside IL1B NFkB inh, whose call it bears; cell count; measured here: cells passing quality filter;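 raw number of nuclei counted in each imaged well without normalization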
# IL1B NFkB pot cell count 2 µM = further read-out of IL1B NFkB pot, marked with its call; cell count; measured here: cells passing quality filter
# * hit, by the source's call; ? = inconclusive; / = not tested or not shown. An excerpt; rates above refer to the full screens.
SMILES,IL1B NFkB inh,IL1B NFkB inh cell count 2 µM,Bcl-B TR3 displacers,IL1B NFkB pot,IL1B NFkB pot cell count 2 µM,PLAP inhibition,MRP reversal,MRP reversal cytotoxicity,MRP reversal with doxorubicin
O=C(Nc1cccnc1)c1cc(-c2cccnc2)nc2ccc(Br)cc12,-8,176,16%,8,176,-2%,/,/,/
Cc1ccc(C)c(S(=O)(=O)Nc2ccc(S(=O)(=O)Nc3onc(C)c3C)cc2)c1,-6,95,0%,6,95,-14%,16,94,78
Cc1cccc(-c2nc(CSCC(=O)N3CCN(c4ccccn4)CC3)c(C)o2)c1,6,61,-4%,-4,61,-21%,-8,86,95
Cc1ccccc1C(=O)Oc1ccc(Br)cc1C(=S)N1CCCC1,1,171,-2%,-1,171,0%,/,/,/
O=C(CSc1nc(-c2cccs2)cc(C(F)(F)F)n1)NCc1ccco1,-15,135,-2%,15,135,4%,13,86,73
CCOC(=O)C1CCCN(C(=O)C2CC(=O)N(c3ccc(C)cc3)C2)C1 (stereo not drawn),-9,182,1%,9,182,-37%,/,/,/
CC(C)CC(=O)Nc1ccc(C(=O)NNC(=O)C(c2ccccc2)c2ccccc2)cc1,10,128,7%,-10,128,-37%,/,/,/
O=C(NC1CCCCCC1)c1ccc(N2CCCC2=O)cc1,-26,137,6%,26,137,21%,3,83,81
CSc1ccc(/C=N\NC(=O)COc2ccc(Cl)cc2Br)cc1,3,128,-1%,-3,128,1%,/,/,/
CCc1ccc(NC(=O)CSc2nnc(-c3cccs3)n2CC)cc1,-18,163,-4%,18,163,16%,21,101,80
Cc1cc(Oc2ccccc2F)nc(NCc2ccccc2)n1,-17,149,-2%,17,149,8%,-31,41,72
CCN1C(=O)C(O)(C2COC(C)(C)CC2=O)c2cc(Br)ccc21 (stereo not drawn),-15,184,-7%,15,184,-18%,/,/,/
N#Cc1ccccc1-n1c(N)c(C(=O)N2CCCC2)sc1=S,6,142,-6%,-6,142,4%,4,90,86
COc1ccc(NC(=O)Nc2ccccc2OC)cc1,0,176,0%,0,176,4%,27,84,57
Cc1ccc(NC(=O)c2ccc(CSc3nnc(C)s3)cc2)c(C)c1,0,189,7%,0,189,24%,/,/,/
COc1ccc(OC)c2sc(NC(=O)C3=COCCO3)nc12,10,43,-6%,-10,43,5%,-4,79,83
CC(NC(=O)c1ccc(F)cc1)c1ccc2c(c1)CCCC2 (stereo not drawn),3,173,-8%,-3,173,14%,/,/,/
CC1(C)CC(=O)c2c(nc3ccccc3c2N)C1,-13,130,2%,13,130,7%,0,92,92
Cc1nonc1NC(=O)Nc1cccnc1,4,77,10%,-2,77,-5%,-9,92,101
O=C(CN1CCN(c2ncccn2)CC1)NCc1ccccc1,-13,182,7%,13,182,15%,8,106,98
Cc1ccc(SCCNC(=O)c2ccccc2)cc1,0,178,9%,0,178,-6%,6,94,88
COc1cccc(Cn2nnc(C(=O)Nc3cc(C)ccc3OC)c2N)c1,8,142,1%,-8,142,4%,7,79,72
Cc1nc2ccc(S(=O)(=O)Nc3ccccc3C)cc2s1,/,/,1%,/,/,-6%,-31,33,64
CNC(=S)NNC(=O)c1sccc1OCc1ccc(C)cc1,-32,178,-9%,32,178,-12%,/,/,/
COCCCNS(=O)(=O)c1ccc2c(c1)OCCO2,/,/,0%,/,/,-2%,-8,94,102

# Other compounds
SMILES,IL1B NFkB inh,IL1B NFkB inh cell count 2 µM,Bcl-B TR3 displacers,IL1B NFkB pot,IL1B NFkB pot cell count 2 µM,PLAP inhibition,MRP reversal,MRP reversal cytotoxicity,MRP reversal with doxorubicin
COc1cccc(C2CC(C(F)(F)F)n3ncc(C(=O)O)c3N2)c1 (stereo not drawn),/,/,-10%,/,/,10%,17,108,91
COc1ccc(NC(=O)CSc2nnc(-c3ccccn3)n2Cc2ccco2)cc1OC,-27,88,10%,27,88,-12%,3,92,89
CC(=O)Nc1ccc(C2(O)COc3ccccc3O2)cc1 (stereo not drawn),/,/,7%,/,/,3%,7,94,86
O=C(c1cc(Cl)ccc1Cl)N1CCN(c2ccccn2)CC1,-4,133,-9%,4,133,-8%,-7,91,98
Cc1ccc(CNC(=O)CSc2nc3ccccc3c3nc(C)nn23)cc1,4,124,9%,-4,124,-42%,/,/,/
O=C(Nc1cccnc1)c1cn(-c2ccccc2)nc1-c1cccs1,-1,202,-14%,1,202,12%,-22,59,81
CCOc1cc(/C=N/NC(=O)COc2ccc(C)cc2)ccc1OC(=O)c1cccs1,15,176,-5%,-15,176,-10%,/,/,/
O=C1CC(c2ccccc2)Sc2ccccc2N1 (stereo not drawn),-2,162,-6%,2,162,21%,18,100,82
COc1ccc(C2C(C(=O)Nc3ccccc3OC)=C(C)Nc3nnnn32)c(OC)c1 (stereo not drawn),11,189,5%,-11,189,-14%,/,/,/
COc1ccc(OCCC(=O)OCC(=O)NCc2ccco2)cc1,/,/,16%,/,/,-21%,3,86,83
CCOc1cccc(NC(=O)c2ccc(S(=O)(=O)N(C)C)cc2)c1,/,/,-2%,/,/,12%,-14,75,89
O=C(O)C(=O)/C(=C\c1ccccc1)c1ccc2ccccc2n1,5,158,-8%,-5,158,-1%,12,93,81
O=C(OCC(=O)N1CCCCC1)c1c[nH]c(=O)[nH]c1=O,7,198,3%,-7,198,5%,-5,90,95
CC(C)C12CN3CC(C(C)C)(CN(C1)C3c1ccccc1)C2O (stereo not drawn),-14,186,3%,14,186,-12%,-2,89,91
COc1ccc(Cl)cc1NC(=O)CCCN1C(=O)CCC1=O,-23,103,11%,23,103,17%,2,83,80
Cc1cccc(OCCSCc2nc3ccccc3[nH]2)c1,-1,158,-5%,1,158,2%,/,/,/
C=C(C)c1cccc(C(C)(C)NC(=O)Nc2ncccn2)c1,0,152,-5%,0,152,3%,-13,66,79
Cc1ccccc1Cn1c(=O)n(CCC(=O)NCc2ccc3c(c2)OCO3)c(=O)c2ccccc21,/,/,-5%,/,/,21%,7,84,77
COc1ccc(-c2nc3cnccn3c2Nc2ccc(C)cc2)cc1,-16,54,-8%,16,54,-40%,2,84,82
COC(=O)[C@H](C)NC(=O)Nc1ccc(C)c(C)c1,-11,85,-5%,11,85,-11%,1,98,96
O=C(O)c1cc(/C=N\O)ccc1OCc1ccccc1,-16,153,-4%,16,153,6%,-15,95,110
CC(C)c1ccc(-c2nc(N3CCCCCC3)nc3n[nH]c(N)c23)cc1,-24,196,5%,24,196,-1%,-2,41,43
CCc1oc(C(=O)O)cc1CN(CC)CC,-3,49,-5%,3,49,14%,0,103,103
COc1ccc(OC)c(C2C(C(C)=O)=C(O)C(=O)N2c2ccc(O)cc2)c1 (stereo not drawn),-5,148,1%,5,148,-2%,4,99,95
Clc1ccc(Cn2ncc3c(N4CCCCC4)ncnc32)cc1,-19,121,-11%,19,121,16%,13,107,94

# Reprinted at random: two entries already listed.
SMILES,IL1B NFkB inh,IL1B NFkB inh cell count 2 µM,Bcl-B TR3 displacers,IL1B NFkB pot,IL1B NFkB pot cell count 2 µM,PLAP inhibition,MRP reversal,MRP reversal cytotoxicity,MRP reversal with doxorubicin
CCOc1cccc(NC(=O)c2ccc(S(=O)(=O)N(C)C)cc2)c1,/,/,-2%,/,/,12%,-14,75,89
Cc1cccc(OCCSCc2nc3ccccc3[nH]2)c1,-1,158,-5%,1,158,2%,/,/,/

# The results go on.
SMILES,IL1B NFkB inh,IL1B NFkB inh cell count 2 µM,Bcl-B TR3 displacers,IL1B NFkB pot,IL1B NFkB pot cell count 2 µM,PLAP inhibition,MRP reversal,MRP reversal cytotoxicity,MRP reversal with doxorubicin
CCOC(=O)NC(=O)CSc1nnnn1-c1ccc(Cl)cc1,-14,140,/,14,140,/,-13,100,112
CCn1nc(C)c(NC(=O)/C=C/c2ccc(OC)c(COc3ccc(Br)cc3)c2)c1C,10,85,/,-10,85,/,9,29,20
CCOc1ccccc1C1NC(=O)NC(C)=C1C(=O)OCc1ccco1 (stereo not drawn),0,87,1%,0,87,-32%,/,/,/
CCOC(=O)c1[nH]c(C)c(/C=N/O)c1C,4,166,9%,-4,166,2%,-7,85,92
N#Cc1c(SCC(N)=O)nc2c(c1-c1ccc(O)cc1)CCCC2,-16,71,13%,15,71,-10%,13,93,80
O=C(O)CN1C(=O)SC(Nc2ccccc2C(=O)O)C1=O (stereo not drawn),-9,147,-10%,9,147,5%,-1,94,94
COc1ccc(/C(O)=C2/C(=O)C(=O)N(CCCN(C)C)C2c2ccccc2)cc1Cl (stereo not drawn),-9,130,-9%,9,130,-27%,-10,91,102
COc1ccc(NC(=O)Nc2ccc(OC)cc2)cc1,-4,191,-1%,4,191,1%,-1,96,97
CSc1ccc(/C=C/C(=O)c2ccc(NC(=O)C(C)C)cc2)cc1,14,90,-8%,-14,90,2%,/,/,/
O=C(Nc1ccc(N2CCCCC2)cc1)c1ccccc1,/,/,-3%,/,/,14%,/,/,/
CCCC(=O)Nc1nc(C)c(-c2csc(Nc3ccccc3C)n2)s1,-14,119,-40%,14,119,-10%,/,/,/
N#Cc1ccc(-c2ccc(F)cc2)nc1Sc1ccc(F)cc1,-8,76,-6%,8,76,3%,/,/,/
CC(C)(Oc1ccc(Br)cc1)C(=O)N1CCc2ccccc21,-14,129,3%,14,129,23%,9,75,66
COc1cccc(N(CC(=O)O)S(=O)(=O)c2ccccc2)c1,-4,168,-6%,5,168,-14%,9,92,84
O=C(CCN1C(=O)COc2ccccc21)NCc1cccs1,1,125,-1%,-1,125,17%,7,102,95
Cc1cc(NC(=O)C2CCCCC2C(=O)O)no1 (stereo not drawn),-11,157,-1%,11,157,-1%,6,94,88
O=C(NCC(=O)N1CCN(c2ncccn2)CC1)c1cccs1,?,/,5%,-36,94,-10%,-3,92,95
COCC(=O)N(C)c1nnc(-c2ccccn2)s1,-17,169,-10%,17,169,12%,9,101,93
COc1ccccc1-c1cc(C(=O)NCCN2CCOCC2)no1,-24,197,16%,24,197,-6%,/,/,/
CN(C(=O)c1cccnc1)c1nnc(-c2ccccn2)s1,-11,41,-4%,11,41,5%,5,101,96
COc1ccc(NC2c3ccccc3C(=O)N2c2ccccn2)cc1Cl (stereo not drawn),-11,149,-3%,11,149,5%,4,96,92
CC1CCN(C(=O)CSc2nnc(CNC(=O)c3ccco3)o2)CC1,-9,54,-10%,9,54,11%,-6,99,105
Cc1cccc(NC(=O)C(=O)NCc2ccccn2)c1,3,118,-7%,-3,118,-16%,/,/,/
Cn1c(=O)c(=O)n(C)c2cc(S(=O)(=O)Nc3ccc(OC(F)(F)F)cc3)ccc21,-23,181,5%,23,181,-16%,10,97,87
CCOC(=O)C1=NNC(C(=O)c2ccc(OC)cc2)C1c1ccccc1 (stereo not drawn),6,156,-3%,-6,156,-21%,14,96,82

# Remaining list, next part:
SMILES,IL1B NFkB inh,IL1B NFkB inh cell count 2 µM,Bcl-B TR3 displacers,IL1B NFkB pot,IL1B NFkB pot cell count 2 µM,PLAP inhibition,MRP reversal,MRP reversal cytotoxicity,MRP reversal with doxorubicin
CCOc1ccc(NC(=S)Nc2cc(-c3ccccc3)[nH]n2)cc1,0,159,-8%,0,159,-5%,/,/,/
CC(=O)c1ccc(N2CCN(C(=O)c3ccc(OCc4c(C)noc4C)cc3)CC2)cc1,18,124,-5%,-18,124,10%,13,95,82
COc1ccc(C2=NOC(C(=O)NCc3cccs3)C2)cc1OC (stereo not drawn),8,137,10%,-13,60,28%,-26,24,51
COc1cc(S(=O)(=O)N(C)C)ccc1F,4,78,/,-4,78,/,-5,93,98
O=C(O)CCC(=O)Nc1ccccc1C(=O)NC1CCCCC1,-4,153,-10%,4,153,-8%,2,94,92
O=C(c1ccccc1)n1ccc(-c2cnc(-c3ccccc3)s2)n1,-13,159,-15%,13,159,13%,-17,46,62
CSCCNC(=O)c1ccc(C(C)(C)C)cc1,-7,135,-10%,7,135,5%,11,100,90
COc1ccc2c(c1)c1ncn(CCN3CCCCC3)c(=O)c1n2C,29,93,-3%,-29,93,-65%,-14,70,85

# Screening data deposited in PubChem by several laboratories.
